yeast mlh1 rad18: NCI yeast anticancer drug screen, S. cerevisiae mlh1 rad18 strain; % growth inhibition at 50 µM; 79,000 tested, 11% active;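 also: 0% = growth of vehicle-only cultures of the same strain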
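Growth inhibition of the yeast strain was measured after compound exposure and expressed relative to vehicle-treated controls. The strain carries defined defects in DNA damage repair.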
yeast cln2 rad14: NCI yeast anticancer drug screen, S. cerevisiae cln2 rad14 strain. 78,000 tested, 8.3% active. growth inhibition, % at 50 µM;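 also: 0% = growth of vehicle-only cultures of the same strain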
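Each compound was tested on cln2 rad14 yeast. Inhibition of growth was calculated against vehicle-exposed controls.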
bub3: NCI yeast anticancer drug screen, S. cerevisiae bub3 mutant strain | growth inhibition, % at 50 µM | 78,000 tested, 9.9% active;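 also: 0% = growth of vehicle-only cultures of the same strain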
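Growth of a checkpoint-deficient yeast mutant is measured after compound exposure. Values represent inhibition relative to vehicle.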
sgs1 mgt1: NCI yeast anticancer drug screen, S. cerevisiae sgs1 mgt1 strain; % growth inhibition at 50 µM; 78,000 tested, 10% active;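 also: 0% = growth of vehicle-only cultures of the same strain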
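Compounds are added to genetically altered yeast, and growth is compared with cultures given vehicle alone to give percent inhibition.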
mec2-1: NCI yeast anticancer drug screen, S. cerevisiae mec2-1 strain. 79,000 tested, 9% active. growth inhibition, % at 50 µM;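 also: 0% = growth of vehicle-only cultures of the same strain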
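mec2-1 yeast strain, carrying an alteration in DNA damage repair or cell cycle control, was exposed to compounds; growth inhibition was measured relative to vehicle-treated controls.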
rad50: NCI yeast anticancer drug screen, S. cerevisiae rad50 strain | growth inhibition, % at 50 µM | 79,000 tested, 10% active | AID 155, 2004;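 also: 0% = growth of vehicle-only cultures of the same strain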
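DNA repair mutant yeast, compound exposure, growth read-out; inhibition is taken relative to vehicle.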
Starred values were filed as active, the others as inactive; & = joins results of further samples. Rule as the data show it: active = growth inhibition above about 70%; inactive = the rest.

How did S=C(N=Nc1ccccc1)NNc1ccccc1 do in these assays?
yeast mlh1 rad18: 38&-10; yeast cln2 rad14: -37&-30; bub3: 55&7; sgs1 mgt1: 40&9; mec2-1: 31&9; rad50: 58&-12

What do the screens show for `N=P(c1ccccc1)(c1ccccc1)c1ccccc1.[O]=[Cr](=[O])([OH])[O][Cr](=[O])(=[O])[OH]`?
yeast mlh1 rad18: 53; yeast cln2 rad14: 9; bub3: 11; sgs1 mgt1: 37; mec2-1: 26; rad50: 71*

How did CC1(C)C(=O)NC(=O)NC1=O do in these assays?
yeast mlh1 rad18: -9; yeast cln2 rad14: -7; bub3: -30; sgs1 mgt1: 17; mec2-1: 8; rad50: 1

How did N.N.N.N.N.N.O=N[O-].[Br-].[Co+3].[Co+3].[OH3+].[OH3+] do in these assays?
yeast mlh1 rad18: -8; yeast cln2 rad14: 16; bub3: 6; sgs1 mgt1: -15; mec2-1: 9; rad50: 7

Results for O=[As](O)(O)c1cccc(Cl)c1 ?
yeast mlh1 rad18: -1; yeast cln2 rad14: 2; bub3: 2; sgs1 mgt1: -14; mec2-1: 0; rad50: 9

What do the screens show for `ClC1=C(Cl)C2(Cl)C3C4CC(C5OC45)C3C1(Cl)C2(Cl)Cl` (configuration not stated)?
yeast mlh1 rad18: -7; yeast cln2 rad14: 16; bub3: 10; sgs1 mgt1: 1; mec2-1: -17; rad50: 27

What do the screens show for `O=[N+]([O-])c1ccc(O)c(C2N(Cc3ccc(N(CCCl)CCCl)cc3)CCCN2Cc2ccc(N(CCCl)CCCl)cc2)c1`?
yeast mlh1 rad18: 58; yeast cln2 rad14: 8; bub3: 7; sgs1 mgt1: 36; mec2-1: 24; rad50: 27

Results for O=[N+]([O-])c1ccc([N+](=O)[O-])c2nsnc12 ?
yeast mlh1 rad18: 99*; yeast cln2 rad14: 99*; bub3: 99*; sgs1 mgt1: 99*; mec2-1: 100*; rad50: 100*

What do the screens show for `CCOC(=O)CP(=O)(OCC)OCC`?
yeast mlh1 rad18: 5&-4; yeast cln2 rad14: 7&11; bub3: -6&11; sgs1 mgt1: -11&-6; mec2-1: 2&12; rad50: 8&3

Results for CC(C)CNC(Cc1ccccc1)c1ccccc1 (configuration not stated) ?
yeast mlh1 rad18: 4; yeast cln2 rad14: -26; bub3: 4; sgs1 mgt1: 10; mec2-1: -7; rad50: 12

Results for CN1CCN(c2ccc3nc(-c4ccc5nc(CCCc6ccc(N(CCCl)CCCl)cc6)[nH]c5c4)[nH]c3c2)CC1 ?
yeast mlh1 rad18: 90*; yeast cln2 rad14: 91*; bub3: 92*; sgs1 mgt1: 92*; mec2-1: 91*; rad50: 90*

What do the screens show for `CN(C)C(=O)CCCc1ccc(N(CCCl)CCCl)cc1`?
yeast mlh1 rad18: 10; yeast cln2 rad14: 10; bub3: -1; sgs1 mgt1: 5; mec2-1: -2; rad50: 20

How did C[N+](C)(C)CCOc1ccccc1 do in these assays?
yeast mlh1 rad18: 13; yeast cln2 rad14: -3; bub3: 13; sgs1 mgt1: 35; mec2-1: 9; rad50: 1

How did O=C1CN=C(c2ccccc2)c2cc(Cl)ccc2N1 do in these assays?
yeast mlh1 rad18: 32; yeast cln2 rad14: 16; bub3: 9; sgs1 mgt1: 3; mec2-1: 12; rad50: -5

How did CC([NH-])C(C)[NH-].CC([NH-])C(C)[NH-].CC([NH-])C(C)[NH-].[Cr+6] (configuration not stated) do in these assays?
yeast mlh1 rad18: 8; yeast cln2 rad14: 2; bub3: 2; sgs1 mgt1: 11; mec2-1: 23; rad50: 10

What do the screens show for `N#CCc1c[nH]c2ccccc12`?
yeast mlh1 rad18: -31; yeast cln2 rad14: 1; bub3: -17; sgs1 mgt1: -7; mec2-1: -6; rad50: -10

How did Cc1cc(N(C)CCCl)ccc1N=Nc1ccccc1C(=O)O do in these assays?
yeast mlh1 rad18: 19; yeast cln2 rad14: 6; bub3: 23; sgs1 mgt1: 37; mec2-1: 11; rad50: 37

What do the screens show for `CCC1(CC)C(=O)NC(=S)NC1=O`?
yeast mlh1 rad18: -19; yeast cln2 rad14: -2; bub3: -23; sgs1 mgt1: -14; mec2-1: -25; rad50: -24

What do the screens show for `CCCN(CCC)c1c([N+](=O)[O-])cc(C(=O)N(CC)CC)cc1[N+](=O)[O-]`?
yeast mlh1 rad18: 11; yeast cln2 rad14: 14; bub3: 34; sgs1 mgt1: 37; mec2-1: 30; rad50: 41

Results for SCc1c(Cl)c(Cl)c(Cl)c(Cl)c1Cl.[Hg] ?
yeast mlh1 rad18: -28; yeast cln2 rad14: -65; bub3: 3; sgs1 mgt1: -16; mec2-1: -25; rad50: -8

Results for CS(=O)(=O)[O-].CS(=O)(=O)[O-].NC1CCCCC1N.[Pt+4] (configuration not stated) ?
yeast mlh1 rad18: 88*; yeast cln2 rad14: 91*; bub3: 91*; sgs1 mgt1: 92*; mec2-1: 91*; rad50: 91*

What do the screens show for `CCOC(=O)C1=C(C)NC(=O)NC1c1ccc(N(CCCl)CCCl)cc1Cl` (configuration not stated)?
yeast mlh1 rad18: 78*; yeast cln2 rad14: -11; bub3: 93*; sgs1 mgt1: 25; mec2-1: 44; rad50: 39

How did Nc1ccc([As]=[As]c2ccc(N)cc2)cc1 (configuration not stated) do in these assays?
yeast mlh1 rad18: 91*; yeast cln2 rad14: 91*; bub3: 97*; sgs1 mgt1: 50; mec2-1: 97*; rad50: 74*

What do the screens show for `c1cc[c]([Sn]([c]2ccccc2)([c]2ccccc2)[CH]2CCCCC2)cc1`?
yeast mlh1 rad18: 97*; yeast cln2 rad14: 98*; bub3: 98*; sgs1 mgt1: 98*; mec2-1: 97*; rad50: 93*

What do the screens show for `CCCCP(=O)(O)CCCC`?
yeast mlh1 rad18: 3; yeast cln2 rad14: -10; bub3: -8; sgs1 mgt1: -34; mec2-1: -31; rad50: -17

Results for CC(C)=NNC1=NC(C)(C)P(=O)(NCC(=O)O)S1 (configuration not stated) ?
yeast mlh1 rad18: -19; yeast cln2 rad14: 17; bub3: 6; sgs1 mgt1: -32; mec2-1: -6; rad50: -27

What do the screens show for `O=C(COc1ccc(Cl)c(Cl)c1)NCCc1cc[n+](Cc2ccc(Cl)cc2S(=O)(=O)F)cc1`?
yeast mlh1 rad18: 12; yeast cln2 rad14: 32; bub3: 2; sgs1 mgt1: -9; mec2-1: 5; rad50: 7

How did O=[N+]([O-])c1ccc(OCc2ccc(S(=O)(=O)F)cc2Cl)c(Cl)c1 do in these assays?
yeast mlh1 rad18: -4; yeast cln2 rad14: 21; bub3: -4; sgs1 mgt1: -3; mec2-1: -3; rad50: 1

Results for O=C1CC(c2cccc(Cl)c2)n2cccc21 (configuration not stated) ?
yeast mlh1 rad18: 0; yeast cln2 rad14: 21; bub3: 15; sgs1 mgt1: 18; mec2-1: 0; rad50: 8

What do the screens show for `CC1CCC2[S][Sn]3([NH]C2C1)[NH]C1CC(C)CCC1[S]3` (configuration not stated)?
yeast mlh1 rad18: 97*; yeast cln2 rad14: 96*; bub3: 98*; sgs1 mgt1: 99*; mec2-1: 97*; rad50: 97*

How did C=CCCOC(=O)CO[N+](=O)[O-] do in these assays?
yeast mlh1 rad18: 4; yeast cln2 rad14: 9; bub3: -4; sgs1 mgt1: 5; mec2-1: -1; rad50: 7

What do the screens show for `COC12c3ccccc3-c3ccccc3C1[C@@H](C(=O)O)[C@H]2C(=O)O` (some centres not stated)?
yeast mlh1 rad18: -10; yeast cln2 rad14: -14; bub3: -24; sgs1 mgt1: -12; mec2-1: 2; rad50: 11

What do the screens show for `CC1(C)CN1C1=C(F)C(=O)C(N2CC2(C)C)=C(F)C1=O`?
yeast mlh1 rad18: 74*; yeast cln2 rad14: 8; bub3: 47; sgs1 mgt1: 50; mec2-1: 68; rad50: 37

What do the screens show for `O=C1NC2(CCCC2)C(=O)N1CCCN(CCCl)CCCl`?
yeast mlh1 rad18: 3; yeast cln2 rad14: -37; bub3: 7; sgs1 mgt1: 25; mec2-1: 13; rad50: 3

What do the screens show for `CCOC(=O)C1(c2ccccc2)CCN(CC(=O)c2ccccc2)CC1`?
yeast mlh1 rad18: 4; yeast cln2 rad14: -11; bub3: 12; sgs1 mgt1: 3; mec2-1: -15; rad50: 7

What do the screens show for `CCOP(=O)(OCC)c1sc(N)nc1C`?
yeast mlh1 rad18: -15; yeast cln2 rad14: -29; bub3: -3; sgs1 mgt1: -14; mec2-1: -5; rad50: -16

How did Cc1ccc([N+](=O)[O-])cc1NC1=NCCO1 do in these assays?
yeast mlh1 rad18: -9; yeast cln2 rad14: -6; bub3: -1; sgs1 mgt1: 1; mec2-1: -36; rad50: -11

What do the screens show for `Cc1[nH]c2ccc([N+](=O)[O-])cc2c1CN(C)C`?
yeast mlh1 rad18: 1; yeast cln2 rad14: 3; bub3: -7; sgs1 mgt1: 5; mec2-1: 5; rad50: 3

What do the screens show for `CCOC(=O)CC(=O)CCl.[Cu+2]`?
yeast mlh1 rad18: -3; yeast cln2 rad14: -32; bub3: -16; sgs1 mgt1: -40; mec2-1: -9; rad50: -15

Results for O=C(Cc1ccccc1)N/N=C(/CCN1CCCC1)CC(c1ccccc1)c1c(O)c2ccccc2oc1=O (configuration not stated) ?
yeast mlh1 rad18: 34; yeast cln2 rad14: 30; bub3: 41; sgs1 mgt1: 36; mec2-1: 3; rad50: 13

Some of these compounds in order of formula weight, largest number first.
What do the screens show for `CCOC(=O)C1(c2ccccc2)CCN(CC(=O)c2ccccc2)CC1`?
yeast mlh1 rad18: 4; yeast cln2 rad14: -11; bub3: 12; sgs1 mgt1: 3; mec2-1: -15; rad50: 7

What do the screens show for `O=C1NC2(CCCC2)C(=O)N1CCCN(CCCl)CCCl`?
yeast mlh1 rad18: 3; yeast cln2 rad14: -37; bub3: 7; sgs1 mgt1: 25; mec2-1: 13; rad50: 3

What do the screens show for `COC12c3ccccc3-c3ccccc3C1[C@@H](C(=O)O)[C@H]2C(=O)O` (some centres not stated)?
yeast mlh1 rad18: -10; yeast cln2 rad14: -14; bub3: -24; sgs1 mgt1: -12; mec2-1: 2; rad50: 11

What do the screens show for `CC1(C)CN1C1=C(F)C(=O)C(N2CC2(C)C)=C(F)C1=O`?
yeast mlh1 rad18: 74*; yeast cln2 rad14: 8; bub3: 47; sgs1 mgt1: 50; mec2-1: 68; rad50: 37

What do the screens show for `Cc1[nH]c2ccc([N+](=O)[O-])cc2c1CN(C)C`?
yeast mlh1 rad18: 1; yeast cln2 rad14: 3; bub3: -7; sgs1 mgt1: 5; mec2-1: 5; rad50: 3

What do the screens show for `CCOC(=O)CC(=O)CCl.[Cu+2]`?
yeast mlh1 rad18: -3; yeast cln2 rad14: -32; bub3: -16; sgs1 mgt1: -40; mec2-1: -9; rad50: -15

Other entries follow.
Results for [N-]=[N+]=NC1C2CC3CC(C2)CC1C3 (configuration not stated) ?
yeast mlh1 rad18: -25; yeast cln2 rad14: -7; bub3: -11; sgs1 mgt1: -7; mec2-1: 8; rad50: -16

What do the screens show for `NC(=O)c1cc(N(CCBr)CCBr)c([N+](=O)[O-])cc1[N+](=O)[O-]`?
yeast mlh1 rad18: 9; yeast cln2 rad14: 14; bub3: 17; sgs1 mgt1: 18; mec2-1: 1; rad50: 18

Results for CCCOC(=O)C1C2CCC(O2)C1C(=O)O (configuration not stated) ?
yeast mlh1 rad18: -28; yeast cln2 rad14: 1; bub3: -56; sgs1 mgt1: -14; mec2-1: -24; rad50: -12

How did O=[N+]([O-])c1ccc(C=Cc2ccccc2)cc1.[C-]#[O+].[C-]#[O+].[C-]#[O+].[Cr] do in these assays?
yeast mlh1 rad18: 62; yeast cln2 rad14: 71*; bub3: 70; sgs1 mgt1: 66; mec2-1: 80*; rad50: 77*

How did COP(=O)(OC)C(O)C(Br)(Br)Br (configuration not stated) do in these assays?
yeast mlh1 rad18: 24; yeast cln2 rad14: 35; bub3: 12; sgs1 mgt1: 45; mec2-1: 23; rad50: 29

How did CCCCOP(=O)(NCCOC)OCCCC do in these assays?
yeast mlh1 rad18: 10; yeast cln2 rad14: 7; bub3: 5; sgs1 mgt1: -3; mec2-1: 8; rad50: 0

What do the screens show for `COC(=O)C1=C(C)N2CCSC2(C)C(C(=O)OC)C1c1cccc(Cl)c1` (configuration not stated)?
yeast mlh1 rad18: 73*; yeast cln2 rad14: 69; bub3: 82*; sgs1 mgt1: 82*; mec2-1: 79*; rad50: 80*

What do the screens show for `O=C1c2ccccc2-c2c3c(cc4ccnc1c24)OCO3`?
yeast mlh1 rad18: 88*; yeast cln2 rad14: 87*; bub3: 87*; sgs1 mgt1: 86*; mec2-1: 88*; rad50: 86*

How did CC(C)CNCCc1ccccc1 do in these assays?
yeast mlh1 rad18: 6; yeast cln2 rad14: -5; bub3: -1; sgs1 mgt1: -10; mec2-1: -13; rad50: -3

What do the screens show for `CC1(c2ccccc2)CCC(=O)NC1=O` (configuration not stated)?
yeast mlh1 rad18: 39; yeast cln2 rad14: 32; bub3: 8; sgs1 mgt1: 15; mec2-1: 20; rad50: 7

Screening data as filed in PubChem.

Not all compounds are listed; the hit share may differ from the screen's.
